Bioassay records: PubChem BioAssay, several laboratories
STAT3 activator – activators of IL-6 induced STAT3 signaling; U3A cells, IL-6 STAT3-luciferase reporter, luminescence; 100% = signal with IL-6 EC80 alone; activation (% of control), % at 5.6 µM; actives 0.91% (n = 190,000); AID 871;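 active = activation above the screen-wide mean of compound activation plus 3 SD, cut at about 130% in these data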;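 also: 0% = background luminescence of wells with medium and substrate only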
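Detection: reporter luminescence signal / Assay system: STAT1-lacking human U3A cells, STAT3 luciferase reporter / Incubation: compound pre-incubation 1 h before IL-6, then 6 h stimulation at 37 °C / Control set: IL-6-only high control / Read-out: % activation relative to IL-6 control / Probe or stimulus: Interleukin-6, 33 ng/mL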
Hsp70 activator – transcriptional activators of Hsp70 | HeLa Hsp70 promoter luciferase reporter, luminescence; scaled: vehicle 0, proteasome-inhibitor control 100% | activation, % at 10 µM | actives 0.04% (n = 200,000) | AID 1203;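 active = activation above the mean across all tested compounds plus 3 SD, cutoff set per campaign, cut at about 5.5% in these data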;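 also: 100% = MG132 at 30 µM as the positive control and 0% = DMSO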
STAT3 inh – reduces IL-6 driven STAT3 reporter signal. U3A cells, IL-6 STAT3-luciferase reporter, luminescence; host cell line lacks STAT1. AID 862. inhibition, % at 5.5 µM. actives 0.89% (n = 190,000);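 active = inhibition above the mean inhibition across all screened compounds plus 3 SD, cut at about 44% in these data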;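 also: 0% = DMSO only wells and 100% = 100 µM nifuroxazide control wells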
STAT1 blocker – reduces IFN-gamma driven STAT1 reporter signal. NIH 3T3 STAT1-luciferase reporter, luminescence. inhibition, % at 5.5 µM. actives 0.35% (n = 200,000). AID 920;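 active = inhibition above a set limit, the mean inhibition across all tested compounds plus 3 SD, cut at about 34% in these data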;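 also: 0% = IFN-gamma with DMSO and 100% = IFN-gamma with 300 µM nifuroxazide; values of inactives mirror those of a sister screen read the other way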
DTT redox prof – compounds producing H2O2 with reducing agent – biochemical, NIH compound library profiling, artefact control for MLSCN library redox annotation, primary screen; AID 878; DTT-dependent redox cycling H2O2, phenol red/HRP absorbance; 100% = 100 µM peroxide control, 0% = buffer; activation, % at 10 µM; actives 0.03% (n = 200,000);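 active = activation of at least 50% relative to the plate's high and low controls in the primary single-dose screen; inactive = activation below 50%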;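 also: compound incubated with DTT at 0.8 mM final as the reducing agent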
Efa HMGR inh – E. faecalis class II HMG-CoA reductase inhibition; purified E. faecalis HMGR, NADPH absorbance 340 nm kinetic; inhibition, % at 10 µM; actives 0.41% (n = 190,000);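 active = inhibition above a set limit, the median over all tested compounds plus 3 SD, cut at about 9.5% in these data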;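 also: enzyme runs in reverse so mevalonate oxidation gives rising NADPH absorbance; 0% = complete reaction with DMSO and 100% = background rate lacking mevalonate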
STAT1 act – increases IFN-gamma driven STAT1 reporter signal. NIH 3T3 STAT1-luciferase reporter, luminescence; 100% = IFN-gamma alone, no compound. activation (% of control), % at 5.5 µM. actives 2.6% (n = 200,000);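 active = activation above the screen-wide mean activation plus 3 SD, cut at about 130% in these data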;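 also: raw ratio to IFN-gamma control signal so 100% means no change and 0% no light; values of inactives mirror those of a sister screen read the other way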
TLR4 MyD88 comp – TLR4-MyD88 interaction inhibition in cells | AID 861 | inhibition, % at 8.4 µM | actives 0.18% (n = 200,000) | HeLa CL3-4 TLR4/MyD88 BLA complementation, FRET ratio; in the data active = inhibition above about 25%;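 also: 0% = vehicle and 100% = reference inhibitor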
Target sequence (O00206 whole entry, looked up): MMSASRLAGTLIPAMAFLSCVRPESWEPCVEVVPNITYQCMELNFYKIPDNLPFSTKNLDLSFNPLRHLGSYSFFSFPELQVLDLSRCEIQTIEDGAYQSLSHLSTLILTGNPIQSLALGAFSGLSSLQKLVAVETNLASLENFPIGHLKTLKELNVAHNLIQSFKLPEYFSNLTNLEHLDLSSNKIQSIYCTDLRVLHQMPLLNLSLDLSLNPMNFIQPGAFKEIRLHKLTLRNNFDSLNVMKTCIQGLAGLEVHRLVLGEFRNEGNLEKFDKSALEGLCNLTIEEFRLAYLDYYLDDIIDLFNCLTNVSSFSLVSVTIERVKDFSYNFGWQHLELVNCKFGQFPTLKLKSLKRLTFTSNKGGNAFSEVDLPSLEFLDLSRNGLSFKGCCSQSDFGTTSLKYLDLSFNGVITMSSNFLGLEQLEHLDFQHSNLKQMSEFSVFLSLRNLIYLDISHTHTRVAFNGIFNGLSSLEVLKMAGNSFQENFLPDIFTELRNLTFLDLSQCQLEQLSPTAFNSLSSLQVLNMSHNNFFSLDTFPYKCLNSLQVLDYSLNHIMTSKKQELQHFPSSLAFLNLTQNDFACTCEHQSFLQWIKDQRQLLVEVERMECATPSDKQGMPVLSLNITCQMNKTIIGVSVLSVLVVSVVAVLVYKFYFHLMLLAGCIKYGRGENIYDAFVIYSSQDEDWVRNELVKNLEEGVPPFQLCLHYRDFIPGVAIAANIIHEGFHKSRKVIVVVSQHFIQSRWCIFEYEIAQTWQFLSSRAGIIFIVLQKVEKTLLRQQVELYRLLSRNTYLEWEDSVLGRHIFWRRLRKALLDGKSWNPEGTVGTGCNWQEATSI
Target sequence (Q99836 whole entry, looked up): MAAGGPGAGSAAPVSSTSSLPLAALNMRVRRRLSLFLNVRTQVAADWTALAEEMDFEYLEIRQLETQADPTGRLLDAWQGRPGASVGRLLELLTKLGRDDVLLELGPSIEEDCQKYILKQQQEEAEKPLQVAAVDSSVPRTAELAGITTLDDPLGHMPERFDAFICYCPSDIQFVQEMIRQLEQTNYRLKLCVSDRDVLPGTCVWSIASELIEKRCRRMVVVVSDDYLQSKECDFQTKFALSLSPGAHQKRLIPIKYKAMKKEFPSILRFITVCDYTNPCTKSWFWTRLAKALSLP
APP 5'UTR act – activates APP 5'UTR luciferase reporter; activation, % at 2 µM; SH-SY5Y APP 5'UTR luciferase reporter, luminescence; zero percent = DMSO vehicle wells; actives 1% (n = 190,000); AID 1276;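 active = activation above a set limit, based on mean plus 3 SD of controls, cut at about 140% in these data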; also: values of inactives mirror those of a sister screen read the other way
NF-kB expr up – raises NF-kB expression in human neuronal cells; NF-kB reporter expression; active compounds read high; actives 1.6% (n = 190,000); AID 1239; fold change at 12.5 µM; in the data active = fold change above about 3.3
* hit, by the source's call; nt = not tested or not shown. This is a random part of the collection; about 5.6% have a hit in one of these screens.

SMILES	STAT3 activator	Hsp70 activator	STAT3 inh	STAT1 blocker	DTT redox prof	Efa HMGR inh	STAT1 act	TLR4 MyD88 comp	APP 5'UTR act	NF-kB expr up
CC(C)C(=O)O/N=C(\N)c1ccccn1	110	-0.3	-8	5	-0.2	-3	96	10	13	0.83
COc1ccc(NC(=O)CC2C(=O)N(c3ccc(Cl)cc3)C(=S)N2NC(=O)c2cccc(F)c2)cc1 (configuration not stated)	99	-0.4	-1	-7	0.5	2	106	-3	12	1.2
CC(/C=N/NC(=O)c1cccs1)=C\c1ccco1	102	0.0	2	-73	0.0	-2	171*	7	160*	5.5*
c1ccc(Oc2cc(-n3cccn3)ncn2)cc1	105	-0.2	3	-24	1.5	-4	122	14	91	1.9
Cc1ccccc1C(=O)NC(=S)Nc1sc2c(c1C#N)CCC(C)C2 (configuration not stated)	96	-0.3	11	0	-3.9	5	100	6	13	1.1
COc1cccc(-n2cnc3c(sc4nc(N5CCOCC5)c5c(c43)CCCC5)c2=O)c1	94	-0.3	12	1	0.0	1	99	8	26	0.68
CCNC(=S)NNC(=O)c1ccc2ncccc2c1	95	-0.3	8	-10	-0.8	-8	109	2	1	1.1
CCOc1cc(NC(=S)NCCCN2CCOCC2)c(OCC)cc1NC(=O)CC(C)C	108	-0.2	-5	-4	-4.0	2	104	12	-11	0.99
Cc1ccc(C)c(N(CC(N)=O)S(C)(=O)=O)c1	99	-0.2	6	-9	-3.5	1	108	3	10	1.1
CCN(CCNc1ccc(Cl)cc1[N+](=O)[O-])C(=O)c1cc([N+](=O)[O-])c(N(C)C)cc1OC	114	-0.2	-8	11	-0.3	1	90	9	2	0.87
COc1ccccc1N(CCC#N)C(=O)CSc1ccc2c(c1)OCCO2	100	-0.3	4	9	0.1	-1	92	-5	-12	1.1
CC(=O)Nc1ccc(-n2c(C)c(C(C)=O)c(C(C)=O)c2C)cc1	101	-0.2	5	1	-0.6	-7	99	4	11	0.91
CCOCCc1nnc(NC(=O)c2cc(OC)c(OC)cc2[N+](=O)[O-])s1	99	-0.3	3	-5	0.2	-7	102	-14	-13	1
CCc1cc(C(=O)N2CCCC(CNC(=O)c3ccc(-c4ccccc4)cc3)C2)no1 (configuration not stated)	102	-0.2	3	4	-1.4	0	95	-7	-17	1.2
CC(=O)C1=C(C)NC(C)=C(C(C)=O)C1c1cccs1	101	-0.6	-2	-4	-4.0	-4	104	-8	0	1.2
Cc1ccc(C)c(S(=O)(=O)N2CCCOC2CNC(=O)C(=O)NCCCn2ccnc2)c1 (configuration not stated)	112	-0.5	-14	-12	0.0	-1	111	1	-10	1.1
COc1cccc(C(=O)N2CCCc3ccccc32)c1	101	-0.2	5	-1	1.7	-5	101	-11	-9	1.1
COc1ccc2cc3cc(C(=O)NCc4ccccn4)oc3nc2c1	82	-0.5	25	1	0.7	1	99	0	-7	1
N#C/C(=C/c1ccncc1)c1nc2ccccc2s1	87	-0.4	17	-15	-0.4	-1	112	1	34	1.2
CCCCP(=O)(c1ccccn1)c1ccccn1	106	-0.4	0	2	-0.4	nt	98	0	-10	nt
CCCOc1ccc(NC(=O)CC2C(=O)N(Cc3ccccc3)C(=S)N2Cc2cccs2)cc1 (configuration not stated)	100	-0.5	2	6	-0.7	-6	94	-4	-5	1
O=C(Nc1ccc(CN2CCCCC2)cc1)c1c(F)c(F)c(F)c(F)c1F	110	-0.2	-4	-4	-0.8	-10	102	-9	-23	0.71
COc1ccc(-c2n[nH]c(=S)n2-c2ccc3c(c2)OCCO3)cc1OC	107	0.1	-6	-14	0.2	-5	111	8	19	1.6
CC(=O)Oc1ccccc1C1OC(=O)c2ccccc2N1C(C)=O (configuration not stated)	97	-0.2	8	1	0.9	-11	99	0	2	1.1
COC(=O)Cn1c(=NC(=O)c2ccc(Cl)s2)sc2cc(F)ccc21	100	-0.2	4	-15	0.6	-3	114	11	41	1.4
COC(=O)c1cc(C(=O)OC)n(Cc2ccc(F)cc2)c1C	99	-0.1	12	-1	1.3	-3	100	2	10	1
O=C(CCl)NCCNC(=O)c1cc(OCC(F)(F)F)ccc1OCC(F)(F)F	99	-0.1	4	-6	-2.4	2	105	8	5	1.2
CC(C(=O)NCCS(=O)(=O)c1ccc(Cl)cc1)S(=O)(=O)c1ccc(Cl)cc1 (configuration not stated)	106	0.0	-4	4	12	-4	97	-13	16	1
COc1ccccc1/C=N/NC(=O)CCn1cnc2ccccc21	95	-0.4	9	0	0.4	-5	100	6	-10	0.97
CCCCc1ccc(-c2csc(/C(C#N)=C\c3ccco3)n2)cc1	109	-0.1	-12	-16	1.3	-5	114	1	3	1.4
Cc1ccc(C(=O)/C=C/c2c(C)nn(-c3ccccc3)c2Cl)cc1	96	-0.3	11	2	-2.0	-4	98	-10	22	1.9
Cc1cc(NC(=O)/C=C/c2ccc(F)cc2)n(-c2nc3ccccc3[nH]2)n1	106	-0.3	-3	-7	-0.1	-2	106	-22	15	1.1
CN=c1scc(-c2ccc([N+](=O)[O-])cc2)n1/N=C/c1ccco1	80	-0.1	30	-21	-0.1	4	119	-9	196*	1.5
Cc1ccc(NC(=O)COC(=O)c2ccc(Cl)cc2)cc1S(=O)(=O)N(C)C	105	-0.4	-6	-3	-2.7	-5	103	2	25	0.93
COc1ccc(C2c3c(oc4ccccc4c3=O)C(=O)N2CC2CCCO2)cc1 (configuration not stated)	102	-0.4	5	-5	-0.6	-1	105	-10	14	1.1
Nc1nc(N)c(N=Nc2ccc(Cl)cc2)c(=O)[nH]1	101	-0.1	0	-13	-0.2	-7	110	-8	-15	1.1
Cc1ccc(OCCn2c(=O)n(C)c3ccccc32)cc1	99	-0.1	2	-53	-0.4	-2	150*	-6	118	2.6
N#CC1=C(N)N2C(=C(C#N)C1c1cccc(Br)c1)Nc1ccccc12 (configuration not stated)	106	-0.4	-7	10	0.4	-6	91	5	-8	0.83
O=c1[nH]c2ccccc2s1	121	-0.3	-10	9	0.0	-9	92	12	-20	1.5
C=CCn1cnc2scc(-c3ccccc3)c2c1=O	108	-0.2	-3	-9	2.1	1	108	3	-6	0.83
CN(C)c1nc(-c2ccccc2)nc(-c2ccc(Cl)cc2)c1C#N	101	-0.5	0	4	0.5	-1	94	-9	-7	0.99
CCOC(=O)Cn1c(CN(Cc2ccccc2)Cc2ccccc2)nc2c1c(=O)[nH]c(=O)n2C	79	-0.5	33	9	0.6	-5	92	5	3	0.59
COc1ccccc1OCc1nc(Cc2ccc(Cl)cc2)no1	106	0.0	-2	-8	3.0	4	107	5	17	0.92
O=C(Cn1c(C(F)(F)F)nc2ccccc21)NCCN1CCCC1	107	0.3	-5	-6	0.1	5	108	5	-21	0.89
O=S(=O)(c1cc(-c2nc3ccccc3s2)ccc1Cl)N1CCOCC1	103	-0.3	-3	3	2.8	-5	97	9	6	1.3
CCc1ccc2[nH]c(=O)c(CN(CCN3CCOCC3)C(=O)Nc3ccccc3F)cc2c1	114	-0.3	-10	-3	-0.9	-4	103	0	-1	0.78
Cc1ccc2[nH]c(=O)c(C(c3nnnn3CC3CCCO3)N3CCCc4ccccc43)cc2c1 (configuration not stated)	118	0.1	-19	-6	0.7	0	105	5	4	1.1
CNC(=O)/C=C1\NC(C)(C)Cc2c1ccc1ccccc21	87	-0.3	18	4	2.4	0	96	-8	11	0.96
CC1CCCC(C)N1C(=O)COC(=O)c1ccc[nH]c1=O (configuration not stated)	102	0.2	1	6	1.8	-2	95	4	4	0.97
CCn1c(C(O)c2cccc(OC)c2OC)nc2ccccc21 (configuration not stated)	101	-0.4	3	0	-0.3	1	100	17	-2	1.3
CN=C1S/C(=C\c2ccc(N3CCOCC3)c(F)c2)C(=O)N1C	98	0.1	8	-11	0.2	-2	110	6	9	1.1
CNC(=O)c1ccc(CNC(=O)OCC(F)(F)F)cc1	106	-0.5	-5	-1	-4.7	7	101	2	6	1
CCn1c(-c2cc(-c3cc(C)ccc3C)nc3ccccc23)n[nH]c1=S	97	0.4	2	-4	-0.5	-1	104	-5	-4	0.96
COc1cc(/C=N/n2cnc3scc(-c4cccs4)c3c2=O)cc(OC)c1OC	98	-0.2	6	0	0.5	-7	100	-4	-1	0.95
CCOC(=O)c1c(N)sc(C(=O)N2CCCC2)c1C	100	-0.6	2	-2	0.2	2	99	1	-18	0.99
C=CCC(c1ccccc1F)N(CCN1CCOCC1)C(=O)Nc1cccc(Cl)c1 (configuration not stated)	107	-0.4	-2	6	0.0	-2	94	-7	-6	1.1
Cc1ccn2c(Nc3ccc4c(c3)OCO4)c(-c3ccccn3)nc2c1	103	-0.1	0	-2	-0.5	-6	102	3	-52	0.92
Cc1onc(-c2ccccc2)c1C(=O)Nc1ccc(N2CCOCC2)cc1	102	-0.2	4	-7	-1.6	0	107	14	6	0.92
O=C(NC(=S)NCCC1=CCCCC1)c1ccccc1Br	110	-0.3	-12	-7	-0.8	-7	106	7	20	1.7
Cc1cc(C)n(-c2nc3c(c(=O)n(C)c(=O)n3C)n2C)n1	106	-0.1	-1	-4	-0.2	-3	102	-6	53	0.98
Next section
SMILES	STAT3 activator	Hsp70 activator	STAT3 inh	STAT1 blocker	DTT redox prof	Efa HMGR inh	STAT1 act	TLR4 MyD88 comp	APP 5'UTR act	NF-kB expr up
Fc1cccc2sc(N3CCCCC3)nc12	99	0.3	4	-21	-0.5	-1	119	6	39	1.1
O=C(NCCOc1cccc(Oc2ccccc2)c1)c1cc(-n2cnnc2)ccc1Cl	112	-0.5	-4	-1	-0.3	1	102	0	-13	1
Cc1ccc(NC(=S)Nc2cccc(S(=O)(=O)Nc3c(C)n(C)n(-c4ccccc4)c3=O)c2)cc1	93	-0.3	9	-11	-0.4	-5	111	6	15	1
O=C(COC(=O)c1cccc(S(=O)(=O)N2CCOCC2)c1)Nc1nc(-c2ccccc2Cl)cs1	83	0.4	23	3	-4.3	3	97	-1	40	1.5
Cc1ccc(NC(=S)N/N=C/c2ccc([N+](=O)[O-])s2)cc1	88	-0.1	13	21	1.6	-2	82	-5	-21	1.2
Cc1nc(NC(C)c2ccccc2)c2c3c(sc2n1)CCC3 (configuration not stated)	112	0.2	-10	10	0.1	1	91	5	3	0.77
CSCC[C@H](NC(=O)C1CCN(S(=O)(=O)c2ccc(C)cc2)CC1)C(=O)NCc1ccco1	98	-0.2	9	-1	3.5	-1	101	-4	nt	0.7
CCn1nnnc1NCc1ccc(OCc2c(F)cccc2Cl)c(OC)c1	87	-0.4	20	-7	-0.1	-2	104	14	20	1
COC(=O)c1ccc(OCC(=O)c2ccc(C)c(C)c2)cc1	104	0.0	-2	-6	-0.1	0	105	-5	15	1.2
Cc1ccsc1C(=O)Nc1ccccc1N1CCOCC1	98	-0.3	3	-3	0.2	-5	103	-13	3	1.2

Structures above containing bromine (2):
SMILES	STAT3 activator	Hsp70 activator	STAT3 inh	STAT1 blocker	DTT redox prof	Efa HMGR inh	STAT1 act	TLR4 MyD88 comp	APP 5'UTR act	NF-kB expr up
N#CC1=C(N)N2C(=C(C#N)C1c1cccc(Br)c1)Nc1ccccc12 (configuration not stated)	106	-0.4	-7	10	0.4	-6	91	5	-8	0.83
O=C(NC(=S)NCCC1=CCCCC1)c1ccccc1Br	110	-0.3	-12	-7	-0.8	-7	106	7	20	1.7
